TDP-43 yeast inh: TDP-43 toxicity inhibition in yeast; TDP-43 expressing yeast growth rescue, BacTiter-Glo, 24 h; Potency, µM (doses to about 46.1 µM), for the others: top-dose growth rescue (activation), usual class: activators; 410,000 tested, 1.8% active; also: % of control where 0% means no effect; nearly all actives have a fitted effect of over 50% in size
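Yeast expressing TDP-43 (pregrown in raffinose, seeded at OD600=0.02 in galactose medium) exposed to compounds 24 hr at 30 deg C. Growth read by BacTiter-Glo luminescence; rescue of toxicity appears as increased signal.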
GLP1R cytotox: cytotoxicity counter-screen for GLP-1 receptor inverse agonists. Potency, µM (series often up to 38.3 µM), for the others: at the highest dose activity change, negative = inhibition, actives largely listed as inhibitors. 410,000 tested, 0.13% active. HEK293 cAMP-luciferase reporter cells, luminescence, 24 h;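 also: loss of luciferase light is scored as toxicity; % is scaled to controls: 0 for no effect and ±100 for the full control effect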
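Quantitative HTS format, 1536 wells, 200 cells/uL seeded. Compounds: 23 nL, 24 h, 37 °C. Detection: luciferase reagent, luminescence at 12 min RT; decreased signal taken as cytotoxic.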
KB-3-1 cytotox: kills parental KB-3-1 adenocarcinoma cells; Potency, µM (titrated, usually from 46.1 µM), for inactives: at the top dose activity change, negative = cytotoxic, actives largely listed as cytotoxic; KB-3-1 viability, CellTiter-Glo ATP luminescence, 72 h; AID 1347075; 400,000 tested, 1.4% active; also: % is scaled to controls: 0 for no effect and ±100 for the full control effect; nearly all actives have a fitted effect of over 60% in size
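Using CellTiter-Glo luminescence, growth of non-resistant KB-3-1 adenocarcinoma cells is assessed 72 h after pin-tool compound addition at 37 °C. Normalized responses across the concentration series yield fitted curves.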
HT1080 IDH1KD tx: HT-1080 IDH1 knockdown cell toxicity (counter line); 360,000 tested, 2% active; Potency, µM (top dose mostly 46.1 µM), for the others: top-dose activity, negative = toxicity, most hits filed as cytotoxic; HT-1080 IDH1 knockdown viability, ATP luminescence, 48 h;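 also: 0% = DMSO wells and -100% = cell-free medium wells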
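Cytotoxicity counter-line: IDH1KD HT-1080, 48 h, CellTiter-Glo. Curves classed by r2, magnitude and activity.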
SW480 rereplic: induces DNA re-replication in SW480 colon adenocarcinoma cells. SW480 DNA re-replication, Hoechst DNA content imaging, 48 h. Potency, µM (titrated, usually from 46.1 µM), inactives show at the highest dose re-replication activation, hits mostly activators. 340,000 tested, 1.8% active; also: % of control where 0% means no effect; nearly all actives have a fitted effect of over 55% in size
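SW480 cells exposed to compounds for 48 hr at 37 C, 5% CO2, then Hoechst-stained 40 min. Nuclear DNA content imaged by fluorescence scanning (405 nm excitation, 500-530 nm emission); re-replication scored as increased high-intensity nuclei.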
HT1080NT lethal: kills 2HG-producing HT-1080-NT fibrosarcoma cells; 360,000 tested, 1.6% active; Potency, µM (highest dose often 46.1 µM), for inactives: at the highest dose activity, negative = less viability, hits mostly cytotoxic; HT-1080-NT fibrosarcoma viability, CellTiter-Glo ATP luminescence, 48 h;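 also: NT is the 2HG producing partner of a matched IDH1 knockdown line; 0% = DMSO-treated cells and -100% = media-only wells without cells; nearly all actives have a fitted effect of over 55% in size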
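Read-out is CellTiter-Glo luminescence after 10 minutes at room temperature, following 48 hours' compound treatment of HT-1080-NT cells (750 cells/well, RPMI, 5% FBS, 37 degrees C).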
KB-V1 cytotox: kills drug-selected multidrug resistant KB-V1 cells. KB-V1 MDR cells viability, CellTiter-Glo, 72 h. Potency, µM (titrated, usually from 46.1 µM), for the others: top-dose activity change, negative = cytotoxicity, usual class: cytotoxic. 400,000 tested, 3.4% active. AID 1347076; also: % is scaled to controls: 0 for no effect and ±100 for the full control effect; nearly all actives have a fitted effect of over 60% in size
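Cells of the MDR subline KB-V1 are plated, dosed with compound at multiple concentrations, and incubated 72 h at 37 degrees C; CellTiter-Glo is then added and luminescence read after 10 min.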
GLP1R inv ag: inverse agonists of human GLP-1 receptor; HEK293 GLP-1R CRE-luciferase, luminescence, 24 h; GLP-1R form is constitutively active; Potency, µM (doses to about 38.3 µM), without a hit: top-dose activity change, negative = inhibition, most hits filed as inhibitors; 410,000 tested, 1.6% active; also: % is scaled to controls: 0 for no effect and ±100 for the full control effect; nearly all actives have a fitted effect of over 55% in size
Target sequence (P43220 whole entry, looked up): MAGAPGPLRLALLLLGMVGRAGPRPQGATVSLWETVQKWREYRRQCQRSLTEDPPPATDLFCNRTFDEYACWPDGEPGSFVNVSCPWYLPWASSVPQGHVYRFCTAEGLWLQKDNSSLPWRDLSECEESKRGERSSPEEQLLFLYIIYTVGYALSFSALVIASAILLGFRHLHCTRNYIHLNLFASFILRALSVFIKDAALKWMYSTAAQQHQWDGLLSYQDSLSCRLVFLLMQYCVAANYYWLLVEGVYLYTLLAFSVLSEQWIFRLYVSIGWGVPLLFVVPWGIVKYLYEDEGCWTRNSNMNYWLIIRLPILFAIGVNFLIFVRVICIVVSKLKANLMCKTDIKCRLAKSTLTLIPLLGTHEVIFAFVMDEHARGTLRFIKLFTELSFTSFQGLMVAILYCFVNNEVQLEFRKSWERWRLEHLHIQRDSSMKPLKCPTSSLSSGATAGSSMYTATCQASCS
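GLP-1R inverse agonism mode: basal reporter luminescence in engineered HEK293 cells measured after one day of compound exposure at 37 deg C, with a 12 min room-temperature detection step.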
GLP1R ag: agonists of human GLP-1 receptor; HEK293 GLP-1R CRE-luciferase, luminescence, 4-6 h; cells express a hypersensitive GLP-1R form; Potency, µM (titrated, usually from 45.6 µM), for inactives: at the highest dose activation, actives largely listed as activators; 380,000 tested, 0.007% active; AID 624172; also: % of control where 0% means no effect
* marks the source's active call; other numbers are inactive results; ? = inconclusive; . = no result given; & = joins results of further samples; [ ] = remark or other dose. Calls follow the shape of the dose curve; as a rule, active = well fitted curve in the direction sought with a large enough effect; inconclusive = small, poorly fitted or top-dose-only effect, or another doubt; inactive = no such curve, though single readings can be large; an effect the other way counts as inactive or inconclusive. Potency is read from the fitted curve at half-maximal effect.

The first two entries, to show the layout:
item	SMILES	TDP-43 yeast inh	GLP1R cytotox	KB-3-1 cytotox	HT1080 IDH1KD tx	SW480 rereplic	HT1080NT lethal	KB-V1 cytotox	GLP1R inv ag	GLP1R ag
1	CCOc1ccc(Br)cc1S(=O)(=O)Nc1ccc(C(=O)OCC(=O)Nc2ccc(C#N)cc2)cc1	2.7%	6.9%	-6.6%	-1.6%	?	-7.4%	-13.8%	?	8.2%
2	CCOC(=O)N1CCN(C(=O)c2ccc3c(=O)n(Cc4ccccc4)c(=S)[nH]c3c2)CC1	14.4%	-4.5%	11.2%	-4.1%	-0.4%	0.0%	0.3%	-26.1%	-8.9%

All compounds of this part, from the start:
item	SMILES	TDP-43 yeast inh	GLP1R cytotox	KB-3-1 cytotox	HT1080 IDH1KD tx	SW480 rereplic	HT1080NT lethal	KB-V1 cytotox	GLP1R inv ag	GLP1R ag
1	CCOc1ccc(Br)cc1S(=O)(=O)Nc1ccc(C(=O)OCC(=O)Nc2ccc(C#N)cc2)cc1	2.7%	6.9%	-6.6%	-1.6%	?	-7.4%	-13.8%	?	8.2%
2	CCOC(=O)N1CCN(C(=O)c2ccc3c(=O)n(Cc4ccccc4)c(=S)[nH]c3c2)CC1	14.4%	-4.5%	11.2%	-4.1%	-0.4%	0.0%	0.3%	-26.1%	-8.9%
3	Fc1ccc(-c2[nH]ncc2-c2nnnn2-c2ccccc2)c(F)c1	20.7%	-2.2%	-11.2%	5.4%	3.2%	8.4%	?	7.8%	-0.8%
4	COc1ccc2c(CN3CCCCC3)cc(=O)oc2c1	32.8%	-2.1%	0.1%	3.8%	.	0.1%	24.8%	32.8%[activator]	13.7%
5	CC(Oc1ccc(C(C)(C)C)cc1)c1ccnc2nc(/N=C/N(C)C)nn12 (configuration not stated)	-9.5%	-18.0%	-0.5%	?	-2.6%	-7.1%	-1.3%	-5.9%	13.8%
6	Nc1cc(=O)[nH]c(SCC(=O)NNC(=O)Cc2ccccc2)n1	12.2%[9.22 µM]	10.0%[7.66 µM]	6.0%	14.9%	0.6%	2.9%	-10.7%	-13.7%[7.66 µM]	8.3%
7	COc1cc(/C=C/CO)ccc1O[C@@H]1O[C@H](CO)[C@@H](O)[C@H](O)[C@H]1O	-10.1%	2.2%	-0.2%	-0.2%	5.6%	-2.7%	0.0%	8.7%	1.7%
8	Cc1ccccc1NC(=O)COC(=O)c1cc(S(=O)(=O)N2CCOCC2)ccc1C	11.6%	-15.5%	-0.6%	2.7%	-5.8%	2.4%[9.24 µM]	1.4%	-1.8%	16.5%
9	Cc1noc(C)c1C(=O)OC(C)C(=O)Nc1ccc(C(N)=O)cc1 (configuration not stated)	6.0%	8.5%	1.8%	0.0%	3.2%	-3.0%	11.8%	11.6%	-7.0%
10	Cc1ccc(NS(=O)(=O)c2ccc3c(c2)CCC(=O)N3)cc1C	-7.5%	1.7%	0.0%&-12.8%	-16.9%	-5.5%	-22.7%	?	44.9%[activator]	19.9%&6.8%
11	CCN=C1SC(C(=O)Nc2ccccc2)CC(=O)N1CC (configuration not stated)	2.5%	9.1%	?	-4.7%	23.7%	9.7%	-24.8%	1.6%	-1.2%
12	CC1(C)Cc2c(sc(/N=C/N3CCCCC3)c2C#N)C(C)(C)N1	-13.7%	-4.6%	8.6%	3.1%	?	3.0%	-15.1%	-11.0%	8.4%
13	Cc1ccc(OCC(=O)c2c[nH]c3ccccc23)c([N+](=O)[O-])n1	14.0%	-20.4%	-8.9%	-2.4%	20.7%	-5.7%	14.2%	38.0%[activator]	11.8%
14	COc1ccc(CCNC(=O)CSc2nc(C)cs2)cc1	5.1%	87.6%[activator]	13.4%	11.6%	.	-0.9%	-30.8%	9.2%	-4.0%
15	COc1cc(/C=N/NC(=O)c2ccc(CN3C(=O)c4cccc5cccc3c45)cc2)cc(OC)c1O	29.5%	18.1%	?	?	-3.8%	-28.9%	-2.7%	113.5%[activator]	?
16	c1ccc(COc2ccc(OCCCCN3CCCCC3)cc2)cc1	-11.7%	-27.3%	-5.6%	-21.2%	-0.9%	?	?	?	4.0%
17	Cc1noc(C)c1CSCC(=O)N(C)CC(=O)Nc1ccc(Cl)cc1	-8.6%	-1.0%	3.0%	-0.1%	-0.9%	-2.6%	-24.5%	-11.2%	13.6%
18	COc1ccc(NC(=O)CSc2nnc(CNC(=O)COc3ccc(Cl)cc3)o2)cc1	7.9%	-14.6%	-0.1%	5.7%	-2.5%	5.2%	23.8%	-3.9%	1.3%
19	COc1cccc(OCc2cc(/C=N/n3cncn3)ccc2OC)c1	-4.1%	-21.5%	10.9%	?	?	-20.4%	3.9%	22.4%	22.9%
20	CC(=O)c1ccc(NC(=O)C2CCC(CNS(=O)(=O)c3ccc(Br)s3)CC2)cc1 (configuration not stated)	16.9%	0.3%	0.1%	.	.	.	?	11.4%	.
21	CN[C@@H](C)C(=O)NC[C@H]1O[C@@H](n2cnc3c(N)ncnc32)[C@H](O)[C@@H]1O	3.8%	3.7%	16.3%	5.3%	?	6.5%	21.0%	4.8%	0.0%
22	CCOC(=O)c1cc(-c2ccc(C)o2)n[nH]1	-8.9%	7.7%	1.6%	0.5%	-0.6%	-0.5%	4.1%	50.9%[activator]	-5.1%
23	CC(C)(C)S(=O)(=O)c1cnc(N2CCCC2)nc1N	-12.9%	-4.0%	-1.7%	10.3%	-20.0%	7.1%	4.8%	-0.4%	-3.5%
24	CC(=O)N1CCN(S(=O)(=O)c2cccc(C(=O)NC3CC3)c2)CC1	9.6%	27.2%	-1.5%	-5.1%	5.6%	-2.3%	-14.1%	49.1%[activator]	-6.1%
25	N#C/C(=N\Nc1ccc(S(=O)(=O)N2CCCCCC2)cc1)C(N)=S	12.2%[9.22 µM]	-3.3%[7.66 µM]	-4.4%	-24.5%	-0.7%	?	-16.6%	?	14.7%
26	CCCCN(CCCC)CCCNC(=O)c1cc(-c2ccc(Cl)s2)nc2ccccc12	-1.3%	10.6%	-3.5%	.	.	.	12.4%	-3.3%	.
27	Cc1ccc(S(=O)(=O)NCC(NCc2ccc(F)cc2)c2ccccc2)cc1 (configuration not stated)	0.3%	12.4%	9.1%	3.3%	12.0%	-0.3%	8.5%	11.2µM*	-3.1%
28	O=c1c2ccccc2c(C=NC2CCS(=O)(=O)C2)c(O)n1-c1ccccc1 (configuration not stated)	11.5%	6.5%	12.9%	5.5%	-6.8%	-4.1%	7.9%	-2.5%	3.3%
29	Cc1cc(C)n(-c2nc3ccccc3nc2N2CCN(C(=O)c3ccc(F)cc3)CC2)n1	-15.2%	-2.0%	-7.5%	-14.6%	-1.2%	-17.1%	?	1.5%	-0.1%
30	CCCCCC(=O)N1C[C@H](O)[C@@H](n2cc(-c3ccc(F)cc3)nn2)C[C@@H]1c1ccccc1	17.1%	-3.0%	0.5%	8.5%	.	-1.7%	3.4%	-22.6%	-1.3%
31	CCOC(=O)c1cc(S(=O)(=O)NCC2CCN(Cc3cccc(C)c3)CC2)cn1C	-10.8%	-4.4%	1.0%	7.8%	?	-17.2%	?	?	7.5%
32	Cc1cc2occ(CC(=O)N(C)CC(=O)Nc3ccccc3C(F)(F)F)c2cc1C	20µM*	-19.8%	1.1%	5.2%	-18.8%	1.5%	-5.3%	?	11.2%
33	OCCCc1nc2ccccc2n1CCOc1ccccc1	-14.8%	6.3%	-0.3%	-21.3%	-9.3%	-6.5%	-10.2%	1.4%	14.2%
34	CCc1cc2c(=O)c(-c3nc(C)cs3)c(CCCC(=O)O)oc2cc1O	-12.2%	-14.3%	-9.4%	-11.3%	-7.0%	0.2%	-18.8%	9.0%	-1.3%
35	O=C(CC1C(=O)NCCN1Cc1ccc(F)cc1)NCCCn1cccn1 (configuration not stated)	1.8%	14.5%	2.1%	6.1%	-7.9%	-0.7%	?	11.1%	-5.6%
36	CCc1ccc(-n2c(=O)c3c4c(sc3n(Cc3cc(=O)n5c(C)cccc5n3)c2=O)CCC4)cc1	1.3%	1.3%	-8.6%	.	.	.	-0.3%	-12.3%	-0.6%
37	CCOc1ccc(-n2c(SCC(=O)N3CCOCC3)nc3c([nH]c4ccccc43)c2=O)cc1	-4.9%	3.2%	0.6%	.	.	.	?	-6.7%	0.1%
38	O=C(/C=C/c1cccc(Br)c1)OCC(=O)N1CCN(c2ccccc2)CC1	14.4%	4.2%	3.1%	-2.0%	0.6%	-4.3%	-7.6%	7.1%	4.1%
39	O=C(CSc1cnc2ccccc2n1)c1ccc(F)cc1	17.8µM*	0.3%	9.2%	-1.2%	-0.5%	-0.8%	26.8%	?	-4.0%
40	CC(=NNC(=O)c1ccncc1)c1ccc(Cl)c(Cl)c1	-20.5%	?	10.9%	9.7%	23.1%	?	-1.9%	-38.7%	10.8%
41	CC(Oc1cccc(Br)c1)C(=O)N1CCCN(C)CC1 (configuration not stated)	?	6.9%	.	15.4%	1.0%	-3.7%	.	-23.6%	-6.2%
42	O=[N+]([O-])/C=C/c1cn(Cc2ccc(Cl)cc2)c2ccccc12	4.1%	?	0.0%	-17.6%	?	16.4µM*	?	?	-21.8%
43	Cc1ccc2cc(CN(CC(C)C)S(=O)(=O)c3ccccc3)c(=O)[nH]c2c1	7.0%	-4.2%	2.7%	-1.8%	-5.5%	1.7%	6.7%	?	-6.0%

Three entries already listed, arranged by the number in GLP1R inv ag, descending:
cpd | mol | SW480 rereplic | GLP1R inv ag | GLP1R ag
34 | CCc1cc2c(=O)c(-c3nc(C)cs3)c(CCCC(=O)O)oc2cc1O | -7.0% | 9.0% | -1.3%
36 | CCc1ccc(-n2c(=O)c3c4c(sc3n(Cc3cc(=O)n5c(C)cccc5n3)c2=O)CCC4)cc1 | . | -12.3% | -0.6%
30 | CCCCCC(=O)N1C[C@H](O)[C@@H](n2cc(-c3ccc(F)cc3)nn2)C[C@@H]1c1ccccc1 | . | -22.6% | -1.3%
